D3 antag = D3 dopamine receptor (human) antagonism. D3R cells, DiscoveRx beta-arrestin luminescence, antagonist mode; stronger effect = lower value. max response, negative = inhibition, %. 360,000 tested, 2.5% active. P35462; in the data active = max response below about -50%; inconclusive = no clear call, values can overlap the other calls; note: % is set by controls: 0 for no effect and ±100 for the full control effect; mostly tested at two doses, the higher about 12 µM
Target sequence (P35462 whole entry, looked up): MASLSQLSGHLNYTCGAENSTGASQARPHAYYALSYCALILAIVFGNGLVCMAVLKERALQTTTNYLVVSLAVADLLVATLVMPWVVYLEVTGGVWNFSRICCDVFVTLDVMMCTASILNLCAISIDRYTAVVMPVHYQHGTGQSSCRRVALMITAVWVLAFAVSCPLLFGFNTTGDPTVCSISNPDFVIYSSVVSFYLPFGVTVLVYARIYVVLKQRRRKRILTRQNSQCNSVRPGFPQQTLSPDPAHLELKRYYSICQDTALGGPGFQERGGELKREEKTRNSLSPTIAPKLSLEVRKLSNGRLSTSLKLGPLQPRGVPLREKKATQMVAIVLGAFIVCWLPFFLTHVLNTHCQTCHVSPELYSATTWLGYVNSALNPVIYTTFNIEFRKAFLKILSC
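Cells plated overnight at 1500 cells/well, then exposed to library compounds with dopamine controls for 90 minutes at 37 degrees C. DiscoveRx reagent added for 30–60 minutes at room temperature; luminescence read, quantitative HTS format.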
HT1080-NT tox = kills 2HG-producing HT-1080-NT fibrosarcoma cells | 360,000 tested, 1.6% active | Potency, µM (highest dose often 46.1 µM), for the others: top-dose activity, negative = less viability, hits mostly cytotoxic | HT-1080-NT fibrosarcoma viability, CellTiter-Glo ATP luminescence, 48 h;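 note: NT is the 2HG producing partner of a matched IDH1 knockdown line; potency is the fitted concentration of half-maximal effect; 0% = DMSO-treated cells and -100% = media-only wells without cells; nearly all actives have a fitted effect of over 55% in size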
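Read-out is CellTiter-Glo luminescence after 10 minutes at room temperature, following 48 hours' compound treatment of HT-1080-NT cells (750 cells/well, RPMI, 5% FBS, 37 degrees C).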
GLP1R ag = GLP-1 receptor (human) agonism; HEK293 GLP-1R CRE-luciferase, luminescence, 4-6 h; cells express a hypersensitive GLP-1R form; Potency, µM (series often up to 45.6 µM), for inactives: at the highest dose activation, hits mostly activators; 380,000 tested, 0.007% active; note: potency is the fitted concentration of half-maximal effect; % of control where 0% means no effect
Target sequence (P43220 whole entry, looked up): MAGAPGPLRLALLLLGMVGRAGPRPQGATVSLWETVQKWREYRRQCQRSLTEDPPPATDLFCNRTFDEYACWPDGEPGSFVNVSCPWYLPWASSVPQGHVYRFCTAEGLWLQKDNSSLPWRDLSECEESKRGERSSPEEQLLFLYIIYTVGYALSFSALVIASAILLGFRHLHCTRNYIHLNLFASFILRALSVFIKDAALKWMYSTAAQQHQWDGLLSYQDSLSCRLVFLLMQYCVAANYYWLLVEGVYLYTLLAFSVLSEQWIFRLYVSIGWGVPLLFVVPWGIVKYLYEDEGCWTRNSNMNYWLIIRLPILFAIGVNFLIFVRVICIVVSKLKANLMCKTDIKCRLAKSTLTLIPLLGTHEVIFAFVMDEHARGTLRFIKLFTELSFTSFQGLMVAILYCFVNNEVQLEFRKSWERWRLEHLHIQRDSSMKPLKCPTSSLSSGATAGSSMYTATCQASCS
HT1080 IDH1KD tx = kills HT-1080 cells with IDH1 knockdown | AID 686971 | 360,000 tested, 2% active | HT-1080 IDH1 knockdown viability, ATP luminescence, 48 h | Potency, µM (doses to about 46.1 µM), for inactives: top-dose activity, negative = toxicity, hits mostly cytotoxic;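 note: potency is the fitted concentration of half-maximal effect; 0% = DMSO wells and -100% = cell-free medium wells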
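% activity derives from luminescence (CellTiter-Glo), normalised to DMSO and no-cell wells. HT-1080-IDH1KD cells, 750/well, had 48 h compound exposure at 37 °C.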
SW480 rereplic = induces DNA re-replication in SW480 colon adenocarcinoma cells; 340,000 tested, 1.8% active; Potency, µM (series often up to 46.1 µM), for the others: at the highest dose re-replication activation, actives largely listed as activators; SW480 DNA re-replication, Hoechst DNA content imaging, 48 h; note: potency is the fitted concentration of half-maximal effect; % of control where 0% means no effect; nearly all actives have a fitted effect of over 55% in size
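Treated cells incubate 48 hr (37 C, 5% CO2), are stained 40 min with Hoechst, and nuclear fluorescence is enumerated; a rise in nuclei with high DNA signal marks re-replication.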
IL-1B inflam inh = inhibitors of inflammasome signaling (IL-1 beta secretion); 360,000 tested, 4.7% active; AID 743279; activity change, % at 57.5 µM; THP-1 LPS/ATP IL-1B secretion, AlphaLISA, 16 h; stronger effect = lower value; in the data active = activity change below about -50%; inconclusive = mostly about -30% to -49%; note: % is set by controls: 0 for no effect and ±100 for the full control effect
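Secreted IL-1B measured by AlphaLISA bead assay after 16 h compound exposure of THP-1 cells; compounds (final up to 57.5 uM) added 1 h before LPS (250 ng/mL) and ATP (1.25 mM) stimulation; lower signal means less secretion.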
D3 ag = D3 dopamine receptor (human) agonism; P35462; D3R DiscoveRx beta-arrestin cells, luminescence, 90 min; max activation, %; 410,000 tested, 0.58% active; in the data active = max activation above about 30%; note: 0% is about no effect; mostly tested at two doses, the higher about 12 µM
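Agonist mode: compounds and dopamine controls were applied to plated cells for 90 min at 37 degrees C after an overnight attachment at 1500 cells/well. Luminescent read-out followed 30 - 60 minutes at room temperature with DiscoveRx detection reagent.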
KB-3-1 cytotox = KB-3-1 parental cell cytotoxicity. 400,000 tested, 1.4% active. Potency, µM (titrated, usually from 46.1 µM), inactives show at the highest dose activity change, negative = cytotoxic, usual class: cytotoxic. KB-3-1 viability, CellTiter-Glo ATP luminescence, 72 h; note: potency is the fitted concentration of half-maximal effect; % is set by controls: 0 for no effect and ±100 for the full control effect; nearly all actives have a fitted effect of over 60% in size
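Luminescent ATP read-out (CellTiter-Glo) measures survival of drug-naive KB-3-1 cells after 72 h compound exposure at 37 °C. Titration series was screened from lowest to highest concentration, with DMSO vehicle plates as background controls.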
KB-V1 MDR tox = kills drug-selected multidrug resistant KB-V1 cells; KB-V1 MDR cells viability, CellTiter-Glo, 72 h; Potency, µM (series often up to 46.1 µM), inactives show at the top dose activity change, negative = cytotoxicity, most hits filed as cytotoxic; 400,000 tested, 3.4% active; note: potency is the fitted concentration of half-maximal effect; % is set by controls: 0 for no effect and ±100 for the full control effect; nearly all actives have a fitted effect of over 60% in size
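KB-V1, DMEM (no phenol red) + 10% FBS; cpd pin-transferred, titration series; 72 h, 37 degrees C; CellTiter-Glo, luminescence. Data normalized, curve-fit.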
The depositor's hits bear a star; ? = inconclusive; / = no result given; & = joins results of further samples; [ ] = remark or other dose. Unless noted, calls come from the whole dose curve; as a rule, active = well fitted curve in the direction sought with a large enough effect; inconclusive = small, poorly fitted or top-dose-only effect, or another doubt; inactive = no such curve, though single readings can be large; an effect the other way counts as inactive or inconclusive.

A first look:
SMILES	D3 antag	HT1080-NT tox	GLP1R ag	HT1080 IDH1KD tx	SW480 rereplic	IL-1B inflam inh	D3 ag	KB-3-1 cytotox	KB-V1 MDR tox
CC(=O)Nc1nnc(SCc2ccc(C(=O)Nc3ccccc3F)cc2)s1	-5	?	10%	?	-4%	3	-2	-5%	7%
O=C(COC(=O)c1ccc[nH]c1=O)Nc1cc(S(=O)(=O)N2CCCCCC2)ccc1Cl	20	0%	-2%	7%	-1%	3	5	1%	-1%
COc1ccc(S(=O)(=O)N(CC(=O)Nc2ccc3c(c2)OCO3)c2ccc(C)cc2)cc1	/	/	-2%	/	/	/	-4	-5%	-10%
O=C(Nn1c(C2CCC2)nc2ccccc2c1=O)C1CCC1	-15	-15%[9.24 µM]	3%	-5%	5%	-9	-5	3%	4%
CCC(=O)N1CCc2cc(Br)cc(S(=O)(=O)C3(C(=O)OC)CC3)c21	-10	8%	-3%	-1%[9.24 µM]	-5%	-10	4	14%	-20%
CC1(C)Cc2c(cnn2-c2ccc(F)cc2)C(NC(=O)CN2CCCCC2=O)C1 (centres undefined)	-6	0%	7%	-1%	-4%	-7	1	-19%	-19%
CCOC(=O)Cn1nc(-c2ccc(F)cc2)oc1=O	-16	7%	-4%	15%	-13%	-10	-12	-1%	3%

This part in full, previewed entries included:
SMILES	D3 antag	HT1080-NT tox	GLP1R ag	HT1080 IDH1KD tx	SW480 rereplic	IL-1B inflam inh	D3 ag	KB-3-1 cytotox	KB-V1 MDR tox
CC(=O)Nc1nnc(SCc2ccc(C(=O)Nc3ccccc3F)cc2)s1	-5	?	10%	?	-4%	3	-2	-5%	7%
O=C(COC(=O)c1ccc[nH]c1=O)Nc1cc(S(=O)(=O)N2CCCCCC2)ccc1Cl	20	0%	-2%	7%	-1%	3	5	1%	-1%
COc1ccc(S(=O)(=O)N(CC(=O)Nc2ccc3c(c2)OCO3)c2ccc(C)cc2)cc1	/	/	-2%	/	/	/	-4	-5%	-10%
O=C(Nn1c(C2CCC2)nc2ccccc2c1=O)C1CCC1	-15	-15%[9.24 µM]	3%	-5%	5%	-9	-5	3%	4%
CCC(=O)N1CCc2cc(Br)cc(S(=O)(=O)C3(C(=O)OC)CC3)c21	-10	8%	-3%	-1%[9.24 µM]	-5%	-10	4	14%	-20%
CC1(C)Cc2c(cnn2-c2ccc(F)cc2)C(NC(=O)CN2CCCCC2=O)C1 (centres undefined)	-6	0%	7%	-1%	-4%	-7	1	-19%	-19%
CCOC(=O)Cn1nc(-c2ccc(F)cc2)oc1=O	-16	7%	-4%	15%	-13%	-10	-12	-1%	3%
O=C(COC(=O)c1ccco1)NC(c1ccccc1)c1ccccc1	-1	11%	24%	2%	-7%	-11	1	0%	-14%
CC(C(=O)Nc1ccccc1C(F)(F)F)N1CCN(C)CC1 (centres undefined)	1	0%	-3%	2%	1%	2	2	4%	-1%
CNC(=O)c1cc2c(s1)-c1ccccc1CC2	-1	-17%	20%	2%	-36%[inhibitor]	-2	-2	4%	?
CC(=O)N1CCc2cc(S(=O)(=O)CCC(=O)N3CCN(c4ccccn4)CC3)ccc21	3	8%	-2%	4%	-6%	-20	0	-1%	1%
O=C(CC(=O)Nc1ccc(Br)cc1)Nc1ccc(Br)cc1	-15	1%	-2%	0%	-15%	12	-5	2%	24%
CCCn1c(N)c(C(=O)CSc2nnc(-c3ccoc3C)n2C)c(=O)n(C)c1=O	4	2%[9.24 µM]	2%	8%	4%	24	2	1%	2%
O=C(Nc1ccc(F)cc1)c1ccc(-n2cncn2)c([N+](=O)[O-])c1	-4	-6%	5%	1%	50%	-22	-8	?	12µM*
Cn1nc(C(=O)OCC(=O)Nc2cccc(S(=O)(=O)N3CCCC3)c2)c2ccccc2c1=O	37	14%	6%	1%	-3%	4	17	4%	1%
N#CC[C@H](Cc1ccccc1)N1CCN(CCc2ccccc2)CCC1=O	1	0%	13%	-1%	6%	2	-2	-1%&9%	-1%&7%
COc1ccc(Cl)cc1NC(=O)CN(C)C(=O)Cc1ccsc1	15	2%	0%	0%	-8%	12	0	-3%	1%
Cc1ccc(Nc2cc(C)nn2-c2nc(C)cc(=O)[nH]2)cc1	-67*	?	14%	?	?	-110*	0	1.4µM*	?
COc1ccc(CCNC(=O)C(=O)NCC2OCCN2S(=O)(=O)c2ccc(F)cc2)cc1OC (centres undefined)	-1	6%	5%	2%	-10%	13	-5	8%	-12%
COc1ccc2c(c1)C1NC(=S)N[C@@](C)(O2)C1C(=O)Nc1ccccc1 (some centres undefined)	18	3%	-1%	-4%	-3%	-11	-1	15%	-2%
O=C1NC(=S)N/C1=C\C=C\c1ccccc1	12	-1%	-6%	-4%	-14%	?	-1	-2%	0%
CC1(C)OC2C(CO)OC(n3cnc4c(=S)nc(N)[nH]c43)C2O1 (centres undefined)	0	?	0%	-7%	/	18	4	?	?
CC(=O)Nc1ccc(C(=O)Nc2ccc3c(c2)OCO3)cc1	-19	6%	2%	-4%	-8%	0	8	14%	-12%
CNc1cncc(-c2cccc(O)c2)n1	0	-5%	-3%	6%	/	0	-14	-2%	-1%
O=C(Nc1nnc(COc2ccc(F)cc2)s1)c1cccs1	-12	-29%	3%	?	-1%	-4	1	7%	-2%

Reprinted from the part before: four entries, then new ones.
SMILES	D3 antag	HT1080-NT tox	GLP1R ag	HT1080 IDH1KD tx	SW480 rereplic	IL-1B inflam inh	D3 ag	KB-3-1 cytotox	KB-V1 MDR tox
CC1(C)OC2C(CO)OC(n3cnc4c(=S)nc(N)[nH]c43)C2O1 (centres undefined)	0	?	0%	-7%	/	18	4	?	?
CC(=O)Nc1ccc(C(=O)Nc2ccc3c(c2)OCO3)cc1	-19	6%	2%	-4%	-8%	0	8	14%	-12%
CNc1cncc(-c2cccc(O)c2)n1	0	-5%	-3%	6%	/	0	-14	-2%	-1%
O=C(Nc1nnc(COc2ccc(F)cc2)s1)c1cccs1	-12	-29%	3%	?	-1%	-4	1	7%	-2%
COc1ccc(C2C=C(c3ccccc3)Nc3ncnn32)cc1 (centres undefined)	57	16%	1%	10%	2%[9.22 µM]	-19	-17	3%	1%
Cc1ccc(C2=CC(c3cccs3)n3nnnc3N2)cc1 (centres undefined)	0	-6%	-3%	1%	2%	10	3	3%	2%
O=C(Cc1cccs1)Nc1nnc(Cc2ccccc2)s1	0	-13%	-2%	3%[9.24 µM]	-3%	42	3	-3%	?
COc1ccccc1CSc1ncc(-c2ccc([N+](=O)[O-])cc2)[nH]1	0	-25%	-1%	-35%	8%	?	-26	?	?
COC(=O)C1CC(O)CN1C(=O)Nc1ccccc1 (centres undefined)	20	10%	-6%	8%	-5%	3	0	-2%	4%
Cc1ccc(C(=O)NCCCNCCCNC(=O)c2ccc(C)nc2)cn1	-7	6%	-2%	9%	-1%	-6	-7	-2%	17%
Brc1ccc(OCCOCCN2CCOCC2)cc1	-9	-1%	1%	7%	13%	4	-13	0%	-21%
COc1ccc(CC(=O)Nc2ccc3nc(C)sc3c2)cc1OC	13	2%	4%	7%	14%	25	3	-8%	?
Cc1n[nH]c(=O)nc1NCc1ccc(Cl)cc1	3	-3%	12%	12%	4%	-2	-1	-3%	14%
CCc1c(C)nc(SCC(=O)N2CCN(c3ccccc3OC)CC2)[nH]c1=O	-4	19%	2%	3%	-5%	32	-1&-12	-4%	-8%
Cc1ccc(-n2c(=O)c(C#N)cc3c(=O)n4cccc(C)c4nc32)cc1	0	-8%	-5%	-4%	1%	5	-3	-1%	-2%
Cc1[nH]n(-c2ccccc2)c(=O)c1N=Nc1cccc(Cl)c1	5	?	1%	14%	-16%	14	-5	-6%	5%
COc1ccccc1CN1C(=S)SC(C)(C)C1NO (centres undefined)	-11	-20%	-9%	-17%	1%	9	-4	5%	-3%
Cc1ccccc1C(=O)c1c[nH]c(C(=O)NCCc2ccccn2)c1	-4	26%	4%	27%	0%	-18	-6	14%	?
Cc1ccc(NC(=O)c2cnccn2)cc1	2	9%	5%	-5%	-4%	-4	3	-10%	-14%
C=C(C)CNC(=S)N1CCNC(=O)C1CC(=O)OC (centres undefined)	5	11%	-3%	4%	-6%	8	0	-2%	-16%
CCC(=O)NCCNc1nc2cc(C)c(C)cc2cc1C#N	18	25%	-1%	24%	-1%	-1	10	0%	-9%
O=C(NCCc1ccc(Cl)cc1)C1CCN(S(=O)(=O)N2CCCCC2)CC1	-19	-1%	-14%	10%	-10%	12	2	2%	-21%
O=C(Cc1ccc(Br)cc1)Nc1ccc(Cl)cc1	-23	-9%	4%	-2%	?	-10	-8	-2%	-14%
CC(C)(C)OC(=O)C[C@H]1C/C=C\C[C@@H](CC(=O)NCCO)C(=O)NC[C@H](c2ccccc2)OC1=O	29	7%	-4%	5%	-45%[inhibitor]	32	17	0%	0%
Cc1ccc(Cl)cc1N1CCN(C(=O)CNC(=O)c2ccc(Br)o2)CC1	?	6%	-1%	4%	3%	-11	-5	-15%	-15%
CC1Oc2cc3oc4c(O)c5c(cc4c(=O)c3c(O)c2C1(C)C)C=CC(C)(C)O5 (centres undefined)	42	-19%	-1%	-17%	-21%	7	44*	-4%	0%
COCCCn1cc(CN2CC(N3CCN(CCN(C)C)CC3)CS2(=O)=O)nn1 (centres undefined)	-15	26%	0%	24%	/	21	2	9%	-5%
